Source: PubChem BioAssay (National Center for Advancing Translational Sciences (NCATS))
MCF10A rerep = DNA re-replication induction in MCF 10a cells; MCF 10A DNA re-replication, Hoechst nuclear intensity, 48 h; Potency, µM (top dose mostly 46.1 µM), for the others: at the highest dose activity, positive = re-replication, actives largely listed as activators; 350,000 tested, 2.9% active; note: potency is the fitted concentration of half-maximal effect; % of control where 0% means no effect; nearly all actives have a fitted effect of over 50% in size
ATXN2 expr inh = ATXN2 expression inhibition | HEK-293 ATXN2-luciferase reporter, luminescence, 24 h | Potency, µM (doses to about 57 µM), for the others: at the highest dose activity change, negative = inhibition, most hits filed as inhibitors | 360,000 tested, 0.72% active | AID 1745845; note: potency is the fitted concentration of half-maximal effect; % is set by controls: 0 for no effect and ±100 for the full control effect; nearly all actives have a fitted effect of over 55% in size
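ATXN2-luciferase reporter cells (luciferase flanked by upstream and downstream ATXN2 gene portions) were treated 24 h at 37 °C with compounds at up to 57 uM. SteadyGlo luminescence gave expression; GF-AFC fluorescence gave viability.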
IL1B secr inh = inhibitors of inflammasome signaling (IL-1 beta secretion); THP-1 LPS/ATP IL-1B secretion, AlphaLISA, 16 h; active compounds read low; activity change, % at 57.5 µM; 360,000 tested, 4.7% active; in the data active = activity change below about -50%; inconclusive = mostly about -30% to -49%; note: % is set by controls: 0 for no effect and ±100 for the full control effect
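Secreted IL-1B measured by AlphaLISA bead assay after 16 h compound exposure of THP-1 cells; compounds (final up to 57.5 uM) added 1 h before LPS (250 ng/mL) and ATP (1.25 mM) stimulation; lower signal means less secretion.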
HepG2 viability = HepG2 cytotoxicity, counter-screen for TGF-b inhibitors. HepG2 CAGA-GFP viability, ATP luminescence, 18 h. Potency, µM (series often up to 46.1 µM), inactives show top-dose activity change, negative = cytotoxicity, hits mostly cytotoxic. 410,000 tested, 0.76% active. AID 588856; note: potency is the fitted concentration of half-maximal effect; some results filed as inactive show a strong effect at the top dose
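CellTiter-Glo luminescence gave cytotoxicity after 18 hours at 37 degrees C. The cells were HepG2 CAGA-GFP in 1% FBS DMEM, stimulated with 500 pg/mL TGF-beta after compound addition. %Activity was normalised to no-cell wells (complete cell-killing) and DMSO (no toxicity), and curves were fitted and classified.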
KB-3-1 cytotox = KB-3-1 parental cell cytotoxicity; KB-3-1 viability, CellTiter-Glo ATP luminescence, 72 h; Potency, µM (doses to about 46.1 µM), inactives show top-dose activity change, negative = cytotoxic, usual class: cytotoxic; 400,000 tested, 1.4% active; note: potency is the fitted concentration of half-maximal effect; % is set by controls: 0 for no effect and ±100 for the full control effect; nearly all actives have a fitted effect of over 60% in size
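KB-3-1 cells, DMEM (no phenol red) + 10% FBS; compound by pin transfer, 72 h, 37 °C. Readout: CellTiter-Glo luminescence after 10 min. Data normalized, curve-fitted.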
HT1080-NT tox = kills 2HG-producing HT-1080-NT fibrosarcoma cells; AID 686970; Potency, µM (doses to about 46.1 µM), for inactives: at the top dose activity, negative = less viability, hits mostly cytotoxic; 360,000 tested, 1.6% active; HT-1080-NT fibrosarcoma viability, CellTiter-Glo ATP luminescence, 48 h;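 note: NT is the 2HG producing partner of a matched IDH1 knockdown line; potency is the fitted concentration of half-maximal effect; 0% = DMSO-treated cells and -100% = media-only wells without cells; nearly all actives have a fitted effect of over 55% in size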
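Luminescent CellTiter-Glo readout after 48 hours of compound exposure at 37 degrees C defined viability of HT-1080-NT cells. Activity was normalized to DMSO wells and cell-free media wells; concentration-response curves were fitted and assigned curve classes.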
HT1080 IDH1KD tx = kills HT-1080 cells with IDH1 knockdown; Potency, µM (highest dose often 46.1 µM), for the others: top-dose activity, negative = toxicity, usual class: cytotoxic; HT-1080 IDH1 knockdown viability, ATP luminescence, 48 h; 360,000 tested, 2% active; AID 686971;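 note: potency is the fitted concentration of half-maximal effect; 0% = DMSO wells and -100% = cell-free medium wells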
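Viability of IDH1-knockdown HT-1080 fibrosarcoma cells was assessed by CellTiter-Glo after 48 h at 37 °C with titrated compound; concentration-effect curves were classified by fit quality and response size.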
SW480 rerep = induces DNA re-replication in SW480 colon adenocarcinoma cells; Potency, µM (top dose mostly 46.1 µM), for the others: at the top dose re-replication activation, most hits filed as activators; 340,000 tested, 1.8% active; SW480 DNA re-replication, Hoechst DNA content imaging, 48 h; note: potency is the fitted concentration of half-maximal effect; % of control where 0% means no effect; nearly all actives have a fitted effect of over 55% in size
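DNA re-replication was detected as more nuclei of elevated Hoechst intensity after 48 hr exposure to compound (23 nL pinned per well of 250 cells).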
ATXN viability = viability counter-screen for ATXN expression inhibitors | S2 cells (HEK-293 line with an ATXN2-luciferase reporter) viability, CellTiter-Fluor protease fluorescence, 24 h | 400,000 tested, 0.49% active | Potency, µM (doses to about 56.7 µM), actives largely listed as cytotoxic; note: potency is the fitted concentration of half-maximal effect; nearly all actives have a fitted effect of over 40% in size
The depositor's hits bear a star; i = inactive; ? = inconclusive; . = not tested or not shown; & = joins results of further samples; [ ] = remark or other dose. Unless noted, calls come from the whole dose curve; as a rule, active = well fitted curve in the direction sought with a large enough effect; inconclusive = small, poorly fitted or top-dose-only effect, or another doubt; inactive = no such curve, though single readings can be large; an effect the other way counts as inactive or inconclusive.

Second line of a record: MCF10A rerep	ATXN2 expr inh	IL1B secr inh	HepG2 viability	KB-3-1 cytotox	HT1080-NT tox	HT1080 IDH1KD tx	SW480 rerep	ATXN viability
[1] COc1ccc(NC(=O)c2cc(S(=O)(=O)N3CCOCC3)ccc2C)cc1S(=O)(=O)N1CCCCC1
 : 1%	.	2	-6%	-5%	-4%	-11%	2%	i
[2] O=C(NCCN1C(=O)C2C3C=CC(C3)C2C1=O)Nc1ccccn1 (stereo unspecified)
 : 10%	4%	-1	-4%	0%	22%	2%	-2%	i
[3] CC(C)Oc1cccc(C(=O)NC(=S)Nc2cccnc2)c1
 : -4%	36%[activator]	-4	-10%	-1%	-4%	0%	-4%	i
[4] O=[N+]([O-])c1ccc(NN=Cc2ccccc2)nc1
 : -1%	48%[activator]	-7	-13%	24%	13%	10%	?	i
[5] C#CCN1C=CC(=O)[C@@H](OC(=O)Nc2ccc(Br)cc2)[C@H]1c1ccccc1Br
 : 18%	?	-25	-33%	0%	-3%	-13%	-2%	?
[6] CCn1c(-c2sc(-c3ccccc3)nc2C)n[nH]c1=S
 : 12%	-4%	59	-3%	-14%	-20%	-13%	14%	i
[7] COc1ccccc1-c1nnc(-c2ccc(C)cc2)o1
 : 0%	69%[activator]	.	-62%	0%	1%	-2%	?	.
[8] Cc1ccc(NC(=O)C2CCCN(c3ncccn3)C2)c(C)c1 (stereo unspecified)
 : -33%[inhibitor]	25%	7	-4%	14%	22%	15%	-20%	?
[9] Cc1ccc(S(=O)(=O)Nc2cc(C)cc(CCNC=O)c2C)cc1
 : -3%	-2%	-9	-47%	-21%	8%	-1%	1%	i
[10] O=C(NCC1CCC(C(=O)O)CC1)c1cccnc1 (stereo unspecified)
 : -8%	-12%	-4	-9%	3%	6%	11%	11%	i
[11] COc1ccc(C2/C(=C(/O)c3ccc(S(=O)(=O)N4CCOCC4)cc3)C(=O)C(=O)N2CCN2CCOCC2)cc1 (stereo unspecified)
 : -4%	11%	-3	5%	-8%	1%	6%	6%	i
[12] O=C(CCS(=O)(=O)c1ccc(Br)s1)NCc1ccc2c(c1)OCO2
 : 8%	-3%	-2	-8%	3%	1%	-12%	1%	i
[13] COc1cccc(CC(=O)Nc2ccc(S(=O)(=O)Nc3nc(C)cc(C)n3)cc2)c1
 : 0%	8%	24	22%	6%	-4%	-11%	-7%	i
[14] CCc1cccc(C)c1NC(=O)c1cc(S(=O)(=O)NCc2ccccc2Cl)ccc1F
 : .	-17%	.	-38%	5%	.	.	.	i
[15] Cc1noc(C)c1C(=O)Nc1ccccc1N1CCCC1
 : 5%	0%	22	1%	?	6%	8%	-3%	i
[16] CC(CC(=O)Nc1nnc(CC(C)(C)C)s1)c1ccccc1 (stereo unspecified)
 : -4%	.	32	3%	-1%	9%	3%	?	i
[17] O=C(c1cc2cc(F)ccc2[nH]1)N1CCC(Cc2ccccc2)CC1
 : 8.2µM*	-3%	17	-29%	3%	-23%	-8%	5%	i
[18] N#CCC(=O)Nc1ccc(C(=O)NNC(=S)NC2CC2)cc1
 : 4%	10%	2	13%	5%	-5%	-9%	0%	i
[19] Cn1nc(C(=O)Nc2nc3ccc(S(C)(=O)=O)cc3s2)ccc1=O
 : -1%	3%	3	-56%	7%	5%	11%[9.24 µM]	-8%	?
[20] CN1CCN(S(=O)(=O)c2cccc(C(=O)Oc3cccc(C#N)c3)c2)CC1
 : -2%	-5%	9	3%	-4%	0%	-1%	-5%	i
[21] COC(=O)c1ccc(COc2ccccc2/C=C(\C#N)C(=O)NC(C)C)cc1
 : ?	-23%	4	9%	2%	-14%	-8%	3%	i
[22] COC(=O)c1sc(NC(=S)NC(=O)c2ccccc2F)nc1C
 : -2%	28%	-6	-13%	?	19%	14%	2%	i
[23] COc1ccc(S(=O)(=O)N2CCCC2)cc1Br
 : ?	0%	10	10%	10%	6%	11%	5%	i
[24] OC(c1ccccc1)c1nc(-c2ccc3c(c2)OCO3)cs1 (stereo unspecified)
 : .	63%[activator]	8	-1%	0%	17%	0%	.	i
[25] CCC(=O)Nc1c2c(nn1-c1ccc(C)cc1C)CSC2
 : 0%	1%	5	-1%	0%	3%	-1%	2%	i
[26] CCOc1ccccc1NC(=O)CN(Cc1ccccc1)S(C)(=O)=O
 : -4%	-9%	0	-5%	-4%	-3%	2%	3%	i
[27] O=C(COc1ccc2ccc(=O)oc2c1)Nc1cc([N+](=O)[O-])ccc1F
 : 3%	7%	-2	-10%	-5%	4%	5%	-3%	i
[28] c1ccc(OCc2nnc3n2N=C(c2ccccc2)CS3)cc1
 : 3%	26%	37	-2%	-14%&34%&0%	-16%	-25%	-4%	i
[29] CCN(CC)C(=O)CSc1nc(O)c(Cc2ccc(OC)cc2)c(=O)[nH]1
 : ?	-16%	0	-8%	12%	-1%	-1%	11%	i
[30] O=C(COc1ccc(Br)cc1)NC1CC1
 : -2%	6%	-16	8%	-6%	10%	14%	-3%	i

A second format for two compounds above:
24. OC(c1ccccc1)c1nc(-c2ccc3c(c2)OCO3)cs1 (stereo unspecified)
  MCF10A rerep: .	ATXN2 expr inh: 63%[activator]	IL1B secr inh: 8	HepG2 viability: -1%	KB-3-1 cytotox: 0%	HT1080-NT tox: 17%	HT1080 IDH1KD tx: 0%	SW480 rerep: .	ATXN viability: i

29. CCN(CC)C(=O)CSc1nc(O)c(Cc2ccc(OC)cc2)c(=O)[nH]1
  MCF10A rerep: ?	ATXN2 expr inh: -16%	IL1B secr inh: 0	HepG2 viability: -8%	KB-3-1 cytotox: 12%	HT1080-NT tox: -1%	HT1080 IDH1KD tx: -1%	SW480 rerep: 11%	ATXN viability: i

Next entries.
Second line of a record: MCF10A rerep	ATXN2 expr inh	IL1B secr inh	HepG2 viability	KB-3-1 cytotox	HT1080-NT tox	HT1080 IDH1KD tx	SW480 rerep	ATXN viability
[31] c1ccc(SCc2cn3cccnc3n2)nc1
 : 0%	5%[11.3 µM]	-13	14%	9%	13%	0%	-6%	?
[32] CCCc1ncc(CN2CCC(C(=O)Nc3cccc(-c4cscn4)c3)CC2)cn1
 : .	-9%	-8	-38%	1%	-13%	-13%	.	i
[33] CN(CC(=O)NC1CCCC1)S(=O)(=O)c1cnc[nH]1
 : -3%	3%[11.3 µM]	-5	-13%	9%	24%	0%	-4%	?
[34] COC(=O)c1ccc(-n2nnnc2SCC(=O)Nc2cc(OC)ccc2OC)cc1
 : -11%	-2%	11	8%	-2%	0%	0%	-10%	i
[35] COCC(C)n1c(SCC(=O)Nc2sccc2C(N)=O)nc2ccccc2c1=O (stereo unspecified)
 : ?	-5%	-4	-7%	-3%	-12%	-1%	-2%	?
[36] N#CC1=C(N)SC(N)=C(C#N)C1c1ccc([N+](=O)[O-])cc1
 : 28%	-17%	-18	-11%	-5%	1%	?	-1%	i
[37] Cc1cccc(Nc2ccccc2C(=O)OCC(=O)N2CCOCC2)c1C
 : ?	-17%	9	2%	8%	-18%	-3%	1%	i
[38] Cn1nc(-c2ccccc2F)c2cc(C(=O)NCc3ccccc3Cl)sc21
 : .	-6%	.	-31%	-22%	.	.	.	i
[39] COc1ccc(/C=C/C(=O)OCc2nc3ccccc3c(=O)[nH]2)c(OC)c1
 : ?	0%	18	-3%	0%	-4%	1%	-3%	i
[40] O=C1COc2ccc(C(=O)COC(=O)CNS(=O)(=O)c3cccc(F)c3)cc2N1
 : 2%	0%	16	-3%	15%	0%	8%	-17%	i
[41] Cc1ccc(C(=O)Nc2nc(C)c(C(=O)Nc3ccc4c(c3)CCC4)s2)cc1
 : 1µM*	24%	79	-3%	21µM*	2.3µM*	4.1µM*	5.8µM*	?
[42] CCc1cc2c(=O)c(-n3cnc4ccccc43)coc2cc1O
 : 3%	0%	3	-1%	-12%	-1%	-9%	10%	i
[43] OC(C#CCN1CCCCC1)(c1ccccc1)c1ccccc1
 : ?	15%	-5	1%	0%	-3%	-2%	?	i
[44] Cc1c(NC(=O)CSc2nc3ccccc3s2)c(=O)n(-c2ccccc2)n1C
 : -6%	0%	-3	6%	-3%	0%	0%	-3%	i
[45] Cc1ccc(C2=C(O)C(=O)C(c3ccc(C)cc3)=C(O)C2=O)cc1
 : ?	3%	25	-39%	?	0%	0%	17%	i
[46] COC(=O)c1cccc(C(=O)Nc2ccc(C)cc2Br)n1
 : 5%	32%	0	17%	5%	1%	6%	-11%	i
[47] CC(=O)OCC1=C(C(=O)O)N2C(=O)C(NC(=O)CC(C)c3ccccc3)C2SC1 (stereo unspecified)
 : -5%	7%	-4	-1%	5%	7%	10%	?	i

Records 42–47, quoted:
Second line of a record: MCF10A rerep	ATXN2 expr inh	IL1B secr inh	HepG2 viability	KB-3-1 cytotox	HT1080-NT tox	HT1080 IDH1KD tx	SW480 rerep	ATXN viability
[42] CCc1cc2c(=O)c(-n3cnc4ccccc43)coc2cc1O
 : 3%	0%	3	-1%	-12%	-1%	-9%	10%	i
[43] OC(C#CCN1CCCCC1)(c1ccccc1)c1ccccc1
 : ?	15%	-5	1%	0%	-3%	-2%	?	i
[44] Cc1c(NC(=O)CSc2nc3ccccc3s2)c(=O)n(-c2ccccc2)n1C
 : -6%	0%	-3	6%	-3%	0%	0%	-3%	i
[45] Cc1ccc(C2=C(O)C(=O)C(c3ccc(C)cc3)=C(O)C2=O)cc1
 : ?	3%	25	-39%	?	0%	0%	17%	i
[46] COC(=O)c1cccc(C(=O)Nc2ccc(C)cc2Br)n1
 : 5%	32%	0	17%	5%	1%	6%	-11%	i
[47] CC(=O)OCC1=C(C(=O)O)N2C(=O)C(NC(=O)CC(C)c3ccccc3)C2SC1 (stereo unspecified)
 : -5%	7%	-4	-1%	5%	7%	10%	?	i
